CD40 NFkB inh: inhibitors of CD40-induced NF-kB signaling, primary screen, BL2 cells, luciferase reporter, single point. CD40L-induced, 4 h. inhibition, % at 10 µM. 83,000 tested, 0.94% active;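 active = mean inhibition of at least 50% with a set share of replicates also reaching that level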;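 also: 0% = neutral control wells and 100% = IKK inhibitor VII at 50 µM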
* marks the source's active call; other numbers are inactive results; [ ] = remark or other dose. Some of the compounds tested, so the mix of outcomes need not match the whole.

SMILES | CD40 NFkB inh
CCCNC(=O)N1[C@@H](C#N)[C@H](c2ccc(C3=CCCCC3)cc2)[C@@H]1CO | 31[25 µM]
Nc1ncnc2c1ncn2-c1ccccc1Cl | -14
CC1(C)Cc2nc3oc4c(=O)n(CC(=O)Nc5ccccc5)cnc4c3cc2CO1 | 12
N#C[C@H]1[C@H](c2ccccc2C2=CCCCC2)[C@@H](CO)N1C(=O)NC1CCCCC1 | 4
CC(C)N(C(=O)COC(=O)c1cncc(Br)c1)C(C)C | 22
O=C(NN1C(=O)c2ccccc2NC1c1ccco1)c1ccc([N+](=O)[O-])cc1 (stereo unspecified) | -2
CCc1cccc(NC(=O)COC(=O)/C=C/c2cccs2)c1 | 1
Cc1cc2c(cc1C)C(=O)C(=O)N2 | -3
COc1ccc(CCNC(=O)COC(=O)c2cc(Cl)nc(Cl)c2)cc1 | 19
Cc1ccc(S(=O)(=O)N(C)C)cc1N | 3
C/C=C/c1ccc([C@H]2[C@@H](CO)N(Cc3cncnc3)C23CN(C(=O)COC)C3)cc1 | -9[25 µM]
CC(C)(C)NC(=O)COC(=O)c1ccc(Cl)cc1O | -27

A portion from further up:
SMILES | CD40 NFkB inh
Cc1ccc(S(=O)(=O)N(C)C)cc1N | 3
C/C=C/c1ccc([C@H]2[C@@H](CO)N(Cc3cncnc3)C23CN(C(=O)COC)C3)cc1 | -9[25 µM]
CC(C)(C)NC(=O)COC(=O)c1ccc(Cl)cc1O | -27

Remaining list, next part.
SMILES | CD40 NFkB inh
COc1ccc(NS(=O)(=O)c2cccc(C(=O)NCc3ccco3)c2)cc1 | 12
NS(=O)(=O)c1ccc(CCNC(=O)COC(=O)c2cc([N+](=O)[O-])ccc2N2CCOCC2)cc1 | -2
CC(=O)NC[C@H]1[C@H](c2ccccc2)[C@@H](CO)N1C(=O)Cc1cccnc1 | -12[25 µM]
COc1cc(C2N(c3ccccc3)CCN2c2ccccc2)ccc1OC(C)=O | -10
COc1ccc2c3c([nH]c2c1)[C@H](CO)N(C(=O)NC(C)C)CC31CCN(C(=O)C2CCCCC2)CC1 | 5[25 µM]
COC(=O)c1ccc(CSc2nnc(-c3c[nH]c4ccccc34)n2C)o1 | -9
CN(CC(=O)Nc1nc2ccccc2s1)S(=O)(=O)c1ccccc1 | -46
C[C@@H]1CCCCO[C@H](CN(C)C(=O)Cc2ccccc2)[C@@H](C)CN([C@@H](C)CO)C(=O)c2cc(NS(C)(=O)=O)ccc2O1 | -6[25 µM]
COc1ccccc1OCC(=O)Nc1cccc(-c2nc3ccccc3o2)c1 | 8
COC(=O)Nc1ccc(S(=O)(=O)Nc2ccc(C(=O)O)cc2)cc1 | 6
N#Cc1ccsc1NC(=O)CN(Cc1ccccc1)Cc1ccccc1 | 1
O=C(Nc1cccnc1)c1ccc(COc2ccccc2Br)o1 | -24
Cc1cc(C)cc(NC(=S)N2CCC(NC(=O)c3ccccc3C)CC2)c1 | 2
NNC(=O)CNC(=O)c1ccccc1F | 4
COc1ccc2c(c1)CCc1c(C(=O)N3CCc4ccccc4C3)noc1-2 | -14
COc1ccccc1NC(=O)Nc1ccc2c(c1)C(=O)N(C)[C@H]1CC[C@H](CC(=O)Nc3ccc4c(c3)COC4)O[C@@H]1CO2 | -9[25 µM]
Cc1nnc(SCC(=O)N2CCN(C(=O)c3ccco3)CC2)n1C | 10
Cc1occc1C(=O)NCc1cccs1 | 15
O=C(OCC(=O)N1CCN(c2ccccc2)CC1)c1nc(Cl)ccc1Cl | -4
COC(=O)c1ccc(COC(=O)c2cnccn2)cc1 | -1
CSc1nc(C)cc(OCCNS(=O)(=O)c2ccc(C)cc2)n1 | 1
CC(=O)N(C)c1ccc(NC(=O)C(F)(F)F)cc1 | -3
CN(C)c1ccc([N+](=O)[O-])cc1C(=O)O | -2
CCOC(=O)c1cnc(SC)nc1N1CCCC1 | 10
Cc1cccc(CCNC(=O)C2CCCN(c3cnccn3)C2)c1 (stereo unspecified) | -1
Cc1ccccc1S(=O)(=O)Nc1nc2ccccc2nc1N1CCOCC1 | 16
CCC1(c2ccc(F)cc2)NC(=O)N(CC(=O)N2CCN(C(=O)c3ccco3)CC2)C1=O (stereo unspecified) | 6
O=C(Nc1cccnc1)c1ccc2c(c1)OCO2 | -21
CC(C)CSc1nc2ccccc2[nH]1 | -77
Cc1cc(N(C)C)ccc1[N+](=O)[O-] | -1
O=C(O)c1sccc1Oc1ccc(NS(=O)(=O)c2ccccc2)cc1 | 2
CC(=O)c1ccc(-c2cccs2)s1 | -16
COCCCNC1=C(C#N)C(=O)NC(c2cccc([N+](=O)[O-])c2)S1 (stereo unspecified) | 18
CC(OC(=O)c1ccc2c(c1)NC(=O)CS2)C(=O)c1ccc(F)cc1 (stereo unspecified) | -6
O=C(c1c(F)cccc1F)N1CCCC1 | 7
CCC(c1nnnn1CCOC)N(Cc1cc2c(C)cc(C)cc2[nH]c1=O)CC1CCCO1 (stereo unspecified) | 15

Ordered by length of the SMILES (lowest first): part of the list above.
SMILES | CD40 NFkB inh
CC(=O)c1ccc(-c2cccs2)s1 | -16
O=C(Nc1cccnc1)c1ccc2c(c1)OCO2 | -21
Cc1ccccc1S(=O)(=O)Nc1nc2ccccc2nc1N1CCOCC1 | 16
O=C(O)c1sccc1Oc1ccc(NS(=O)(=O)c2ccccc2)cc1 | 2
CCC(c1nnnn1CCOC)N(Cc1cc2c(C)cc(C)cc2[nH]c1=O)CC1CCCO1 (stereo unspecified) | 15

(next part)
SMILES | CD40 NFkB inh
O=S(=O)(Nc1nc2ccccc2nc1NCc1ccco1)c1cccs1 | -1
CC(=O)c1cccc(OCc2cc(C(=O)N(C)CCc3cnn(C)c3)no2)c1 | -13
O=C(O)CC(C(=O)N(c1ccccc1)c1ccccc1)N1CCOCC1 (stereo unspecified) | 5
O=C(Nc1ccc2oc(-c3ccccc3)nc2c1)c1cc(-n2cnnc2)ccc1Cl | -26
COc1ccccc1C(c1nnnn1C(C)(C)C)N1CCN(Cc2ccncc2)CC1 (stereo unspecified) | 6
CC(C)(C)NC(=O)COC(=O)c1cc(F)c(F)cc1Cl | 0
CN1c2ccc(-c3ccccc3F)cc2[C@H]2[C@H](CCN2C(=O)Nc2cc(F)ccc2F)[C@H]1CO | 2[25 µM]
O=C1CCCCC1(O)Cc1ccc2c(c1)OCO2 (stereo unspecified) | -2
O=C(NC1CCC1)[C@H]1[C@H](CO)[C@H]2Cn3c(ccc(-c4ccccc4)c3=O)[C@@H]1N2 | -3[25 µM]
COc1ccc(S(=O)(=O)N(C)c2ccc(C(=O)NC3CC3)cc2)cc1 | -1
Cc1ccc(CNS(=O)(=O)c2ccc(-n3cccn3)cc2)cc1 | 9
COc1cccc(NC(=O)C(OC(=O)c2ccc([N+](=O)[O-])o2)c2ccccc2)c1 (stereo unspecified) | -30
COc1ccc(C(NC(=O)CN2C(=O)NC3(CCc4ccccc43)C2=O)c2ccc(OC)cc2)cc1 (stereo unspecified) | -4
O=S(=O)(Nc1ccc(Cl)cc1NS(=O)(=O)c1ccccc1)c1ccccc1 | 4
CC(=O)c1sc(NC(=O)c2cccc(N3C(=O)CCC3=O)c2)nc1-c1ccccc1 | 5
CCOC(=O)c1nc(NCc2ccccc2)c2ccccc2n1 | -9
CCS(=O)(=O)c1nc(S(=O)(=O)c2ccc(Cl)cc2)c(NCCOC)s1 | 3
CO[C@@H]1CN(C)C(=O)c2ccc(NC(=O)C3CCCCC3)cc2OC[C@@H](C)N(Cc2cccnc2)C[C@@H]1C | 20
O=C(O)CCn1nnc2ccccc21 | 0
CN1C(=O)CSc2ccc(NC(=O)NCc3cccnc3)cc21 | -1
CN1CCCCN2[C@H](CO)[C@H](c3ccc(/C=C/c4ccccc4)cc3)[C@H]2C1 | -24[25 µM]
COc1ccc(N(CC(=O)NCc2ccco2)S(=O)(=O)c2c(C)nn(C)c2C)cc1 | 1
NS(=O)(=O)c1ccc(CCNC(=O)CN2C(=O)NC(c3ccccc3)(c3ccccc3)C2=O)cc1 | -1
Cc1ccc(C)c(N2N=C(C(=O)Nc3ccc(N4CCOCC4)cc3)CCC2=O)c1 | -42

Fetched one by one from the list above, 4 records:
SMILES | CD40 NFkB inh
COc1ccc(C(NC(=O)CN2C(=O)NC3(CCc4ccccc43)C2=O)c2ccc(OC)cc2)cc1 (stereo unspecified) | -4
O=S(=O)(Nc1ccc(Cl)cc1NS(=O)(=O)c1ccccc1)c1ccccc1 | 4
CN1CCCCN2[C@H](CO)[C@H](c3ccc(/C=C/c4ccccc4)cc3)[C@H]2C1 | -24[25 µM]
CC(=O)c1sc(NC(=O)c2cccc(N3C(=O)CCC3=O)c2)nc1-c1ccccc1 | 5

Quoted from the listing.
In CD40 NFkB inh, NS(=O)(=O)c1ccc(CCNC(=O)CN2C(=O)NC(c3ccccc3)(c3ccccc3)C2=O)cc1 has -1
In CD40 NFkB inh, Cc1ccc(C)c(N2N=C(C(=O)Nc3ccc(N4CCOCC4)cc3)CCC2=O)c1 has -42

Going on with the list:
SMILES | CD40 NFkB inh
O=c1c2ccccc2c2ccccc2c(=O)n1Cc1ccco1 | -1
Cc1nn(-c2ccccc2)c2c1CC(=O)Nc1ccccc1-2 | -17
CN(C)C(=O)c1ccc(-c2ccc([C@H]3[C@@H](C#N)N(C(=O)Nc4ccccc4F)[C@H]3CO)cc2)cc1 | 38[25 µM]
Cn1c(=O)n(Cc2ccccc2)c(=O)c2c1nc(NCC1CCCO1)n2Cc1ccccc1 (stereo unspecified) | 5
O=C(c1c[nH]c2ccccc12)N1CCOCC1 | 9
COc1ccc(COc2ccsc2C(=O)Nc2ccc(Cl)c(Cl)c2)cc1 | -15
CCN(CC)C(=O)c1cn(CCC#N)nc1-c1ccc2c(c1)OCCO2 | 10
Cc1cccc(OCC(=O)Nc2ccc3nc(C)sc3c2)c1 | -17
CC(C)[C@H](NC(=O)c1ccccc1F)C(=O)OCC(=O)Nc1sccc1C(N)=O | 0
Cc1cc(F)ccc1S(=O)(=O)N1CCCCC1CCNC(=O)C(=O)NCCN1CCOCC1 (stereo unspecified) | 1
O=C(COC(=O)/C=C/c1ccccc1)NNC(=O)c1ccccc1F | -47
CCCCn1c(N)c(N(CCOC)C(=O)CCNC(=O)c2ccc(Cl)cc2)c(=O)[nH]c1=O | 3
COc1cccc(NC(=O)N(C)C[C@@H]2Oc3cc(-c4ccccc4OC)ccc3S(=O)(=O)N([C@H](C)CO)C[C@@H]2C)c1 | 12[25 µM]
O=C1CCCc2nc(N3CCN(C(c4ccccc4)c4ccccc4)CC3)ncc21 | 7
Cc1ccc(S(=O)(=O)N2CCSC2=Nc2ccccc2)cc1 | 9
CC(=O)c1ccc(S(=O)(=O)NC2CC(=O)N(c3ccc4c(c3)OCCO4)C2)cc1 (stereo unspecified) | 10
C[C@@H]1CN([C@H](C)CO)C(=O)CCCn2nncc2CO[C@@H]1CN(C)C(=O)CCC(F)(F)F | -2[25 µM]
CN1C(=O)c2cc(NC(=O)C3CCC3)ccc2OC[C@H]2O[C@H](CC(=O)NCCc3ccncc3)CC[C@H]21 | 17
O=C(Nc1ccccc1F)Nc1cc(Cl)ccc1-n1cncn1 | 0
C[C@H](CO)N1C[C@H](C)[C@@H](CN(C)C(=O)Nc2ccc(F)cc2)OCc2ccccc2-c2ccccc2C1=O | -8
CCSc1nc2cc(S(=O)(=O)N3CCOCC3)ccc2o1 | -14
CC1Sc2ccc(C(=O)OCc3ccccc3Cl)cc2NC1=O (stereo unspecified) | -85
COC(=O)c1ccc2nc(-c3ccc4c(c3)OCO4)cn2c1 | 3
COc1ccc(Cl)cc1NC(=O)CN(C)C(=O)Cn1cnnn1 | 2
COc1cccc(-c2ccc3c(c2)[C@H]2[C@H](CCN2C(=O)CN2CCOCC2)[C@@H](CO)N3)c1 | 5[25 µM]
CN1C(=O)c2cc(NC(=O)Nc3ccccc3Cl)ccc2OC[C@@H]2O[C@@H](CC(=O)O)CC[C@@H]21 | -18[25 µM]
Cc1ccc2c(c1C)NC(C(=O)O)C1CC=CC21 (stereo unspecified) | 6
O=C(Nc1cc(C(F)(F)F)ccc1N1CCOCC1)C1CCCO1 (stereo unspecified) | 1
CN1CCN(S(=O)(=O)c2cccc(C(=O)NCCOc3ccccc3)c2)CC1 | -1
Cc1cc(F)ccc1C(O)c1ncc(-c2ccc(Cl)cc2)[nH]1 (stereo unspecified) | 1
Cn1c(=O)c2c(ncn2CC(=O)OCC(=O)Nc2cc(Cl)ccc2C#N)n(C)c1=O | -19
O=C1CC[C@@H](CN(Cc2ccccn2)Cc2nc(Cc3cccc(C(F)(F)F)c3)no2)N1 | 4
C[C@@H]1CCCCO[C@H](CN(C)C(=O)Nc2ccc(C(F)(F)F)cc2)[C@@H](C)CN([C@@H](C)CO)C(=O)c2cc(NC(=O)NC3CCCCC3)ccc2O1 | -4
O=C(NCCCN1CCOCC1)c1ccc(Br)cc1Br | -23
O=C(Cn1cncn1)N/N=C/c1cccc(Cl)c1 | 11
CCc1ccc(N2CC(C(=O)NCC(C)(C)N3CCOCC3)CC2=O)cc1 (stereo unspecified) | 6
CCN(CC)S(=O)(=O)c1ccc(N2CCOCC2)c(NC(=O)COc2ccccc2)c1 | 1
Cc1ccc(S(=O)(=O)N2CCC(C(=O)Nc3ccccc3N3CCCC3)CC2)cc1 | 7
Cn1c(N)c(-c2nc3cccnc3n2C)sc1=S | -12
O=[N+]([O-])c1cc(C(F)(F)F)ccc1NCCCCNS(=O)(=O)c1ccc2ccccc2c1 | 23
Cc1cccc(C)c1NC(=O)CN | 8
O=C(COc1ccccc1)NCC(c1ccco1)N1CCCCC1 (stereo unspecified) | 5
CCS(=O)(=O)N1[C@H](CO)[C@H](c2ccc(-c3cccc(F)c3)cc2)[C@@H]1C#N | 7[25 µM]
COc1cccc(CNS(=O)(=O)c2ccc3c(c2)CCN3C(=O)C2CC2)c1 | 9
CN1C(=O)c2cc(NC(=O)c3ccc(C#N)cc3)ccc2OC[C@H]2O[C@@H](CC(=O)Nc3cc(F)ccc3F)CC[C@@H]21 | 10[25 µM]
